Rin1 Abl inh = blocks binding of human Rin1 to Abl; P00519+Q13671; TR-FRET Rin1/Abl binding, biochemical; inhibition, % at 7.35 µM; 360,000 compounds, 0.4% hits; in the data active = inhibition above about 5%, passing the limit was not always enough
CSN deneddyl inh = CSN deneddylation inhibition; Q92905; Purified CSN, SCF-Nedd8-OG deneddylation, fluorescence polarization; inhibition, % at 12.5 µM; 360,000 compounds, 0.38% hits; AID 651999;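 active = pattern-corrected inhibition above about 35%, with an unprinted fluorescence ratio check between 0.5 and 1.5, limit read from the data, passing the limit was not always enough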;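 note: 0% = enzyme with substrate and 100% = substrate without enzyme; some results filed as inactive read as strong as hits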
Target sequence (Q92905 whole entry, looked up, one chain of several): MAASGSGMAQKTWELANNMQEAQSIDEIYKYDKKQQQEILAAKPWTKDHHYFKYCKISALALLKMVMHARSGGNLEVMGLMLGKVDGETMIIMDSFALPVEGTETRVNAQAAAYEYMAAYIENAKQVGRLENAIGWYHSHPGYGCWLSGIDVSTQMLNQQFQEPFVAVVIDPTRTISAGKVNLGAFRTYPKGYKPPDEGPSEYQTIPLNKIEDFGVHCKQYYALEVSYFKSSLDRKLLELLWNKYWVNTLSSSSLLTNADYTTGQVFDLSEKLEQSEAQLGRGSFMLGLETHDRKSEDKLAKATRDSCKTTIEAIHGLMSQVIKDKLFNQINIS
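Detection – fluorescence polarization · System – HEK293T-derived human Csn5 enzyme · Controls – substrate-only high control, full reaction low control · Timing – 90 min, room temperature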
NadD block = inhibitors of Staphylococcus aureus NadD. purified NadD enzyme, colorimetric absorbance read-out. inhibition, % at 20 µM. 360,000 compounds, 0.78% hits. AID 602399; in the data active = inhibition above about 26%; note: some compounds past the cut are filed as inactive
STEP inh = blocks human striatal-enriched tyrosine phosphatase | P54829 | recombinant STEP, OMFP fluorogenic substrate, fluorescence | inhibition, % at 20 µM | 360,000 compounds, 0.25% hits;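 active = inhibition at 20 µM, scaled per plate between control wells, above about 37%, limit read from the data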;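 note: 0% = DMSO with enzyme and substrate and 100% = substrate only without enzyme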
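Test system: STEP tyrosine phosphatase / Reagent: OMFP at 25 µM / Doses: 20 µM, 1% DMSO / Read-out: percent inhibition scaled to no-enzyme and uninhibited-enzyme controls, plate-pattern corrected / Detection: FITC-channel fluorescence of OMFP product / Medium: Bis-Tris buffer pH 6.0, 2.5 mM DTT, 0.005% Tween 20 / Schedule: 20 min at room temperature, dark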
DNMT1 inh = DNMT1 (human) enzyme inhibition; 360,000 compounds, 0.83% hits; inhibition (reported as % activation of signal), % at 10 µM; DNMT1 molecular beacon, Hinp1I cleavage, fluorescence; in the data active = inhibition above about 50%
SUMO1 PPI mod = modulators of human SUMO1-mediated protein-protein interactions | SUMO1 binding to a labelled peptide, TR-FRET, 1 h | inhibition, % at 20 µM | 360,000 compounds, 0.33% hits; in the data active = inhibition above about 37%
LMPTP inh = LMPTP (human) inhibition | inhibition, % at 20 µM | 360,000 compounds, 0.22% hits | recombinant LMPTP-A, OMFP fluorogenic substrate, fluorescence intensity;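 active = compounds that cut the enzyme signal by at least half of the control window in the single-dose screen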;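 note: plate controls were DMSO wells with enzyme plus substrate for no effect and substrate without enzyme for full effect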
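test system = LMPTP-A | amount = 0.625 nM LMPTP-A final | reagent = fluorogenic phosphatase substrate OMFP at 400 µM final | incubation = 50 min at room temperature | benchmarks = no-enzyme low control, uninhibited high control | medium = Bis-Tris pH 6.0, DTT, detergent | signal = fluorescence intensity of OMFP turnover product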
Rpn11 block = inhibitors of human proteasome Rpn11 | O00487 | human 26S proteasome, Ub4-pepOG fluorescence polarization; 20S core pre-blocked with epoxomicin | calls only at 20 µM | 360,000 compounds, 0.59% hits | AID 588493;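 active = inhibition at 20 µM, scaled to each plate's controls, above about 33%, limit read from the data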
Target sequence (O00487 whole entry, looked up): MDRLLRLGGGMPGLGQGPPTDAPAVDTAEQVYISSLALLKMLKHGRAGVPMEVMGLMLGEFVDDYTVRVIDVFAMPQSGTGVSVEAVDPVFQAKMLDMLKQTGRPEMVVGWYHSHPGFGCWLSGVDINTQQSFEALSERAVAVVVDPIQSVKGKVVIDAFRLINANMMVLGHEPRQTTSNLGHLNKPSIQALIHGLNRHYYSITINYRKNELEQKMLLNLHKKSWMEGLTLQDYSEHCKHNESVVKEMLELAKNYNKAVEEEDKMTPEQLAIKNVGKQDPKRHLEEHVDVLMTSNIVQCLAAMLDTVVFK
Scp-1 inhibitor = inhibitors of human Scp-1 phosphatase; Q9GZU7; Recombinant Scp1, phosphopeptide, malachite green phosphate absorbance; inhibition, % at 20 µM; 340,000 compounds, 0.88% hits; AID 493091;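 active = inhibition above about 50% at 20 µM, limit read from the data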;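 note: plate controls were DMSO wells with enzyme for no effect and wells lacking enzyme for full effect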
Target sequence (Q9GZU7 76-261 limits assumed): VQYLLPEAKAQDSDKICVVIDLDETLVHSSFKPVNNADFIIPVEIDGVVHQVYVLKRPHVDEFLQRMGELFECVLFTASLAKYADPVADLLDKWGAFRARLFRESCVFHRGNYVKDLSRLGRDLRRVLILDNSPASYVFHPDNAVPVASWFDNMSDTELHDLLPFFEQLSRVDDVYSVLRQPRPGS
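assay system = SCP-1 phosphatase catalytic domain, residues 76-261 | buffer or medium = 50 mM Tris acetate pH 5.5, 0.005% Tween-20, 10 mM MgCl2 | incubation = enzyme reaction 45 min at room temperature, colour 5 min, stabilisation 30 min | signal = Phosphate-binding colour reagent, absorbance read at 630 nm | measure = % inhibition at 20 µM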
Neddylation inh = blocks human cullin neddylation | P61081+Q13564 | TR-FRET cullin neddylation, biochemical | calls only at 25 µM | 360,000 compounds, 0.58% hits | AID 651699; in the data active = inhibition above about 36%
The depositor's hits bear a star; i = inactive; . = not tested or not shown; + = active, no number.

SMILES	Rin1 Abl inh	CSN deneddyl inh	NadD block	STEP inh	DNMT1 inh	SUMO1 PPI mod	LMPTP inh	Rpn11 block	Scp-1 inhibitor	Neddylation inh
Cc1noc(C)c1C(=O)N1CCCc2ccccc21	1	-3	-3	2	-3	2	-1.0	i	-4	i
O=C(O)c1ccc(NS(=O)(=O)c2cccc(C(=O)Nc3ccc(Br)cc3)c2)cc1	1	6	-2	-4	-6	22	1.0	i	-18	i
COc1ccc(NC(=O)c2nc(SC)ncc2Cl)cc1	-1	-2	-4	0	-2	-7	-1.1	i	-21	i
COc1cccc(-n2c(-c3cccc(S(=O)(=O)N(C)C)c3)n[nH]c2=S)c1	1	-2	-3	-3	3	5	-1.4	i	-9	i
O=C(NCCN1CCOCC1)C(=O)NCC1CCCO1 (centres undefined)	0	3	-2	-6	4	0	-2.4	i	-6	i
Cc1cnc(N=Nc2ccccc2)[nH]1	-2	3	1	-2	2	-9	-1.5	i	-10	i
Nc1nc(SCC(=O)Nc2ccccc2C(F)(F)F)[nH]c(=O)c1-c1ccccc1	3	-5	1	-1	-4	-5	-0.2	i	-3	i
Cc1ccc(NC(=O)CCNS(=O)(=O)c2ccc3[nH]c(=O)oc3c2)cc1	-5	4	-5	-4	0	23	-1.1	i	-6	i
Cc1nc(N/N=C/c2ccc(O)cc2O)cc(N2CCOCC2)n1	36*	6	-7	2	-2	3	3.3	i	-6	i
COC(=O)[C@@]1(C)[C@H]2C(=O)N(C)C(=O)[C@H]2[C@H]2CN=C(SCc3ccc(Cl)cc3)N21	-5	-2	-1	1	4	1	-0.9	i	7	i
CS(=O)(=O)Nc1cccc(C2=NN(C(=O)c3ccc(F)cc3)C(c3cccs3)C2)c1 (centres undefined)	0	4	-4	0	-2	-7	2.7	i	-1	i
COc1ccc(CCNC(=O)[C@@H](NC(=O)c2ccccc2F)C(C)C)cc1OC	1	-4	3	7	1	4	-1.0	i	-14	i
CC1(C)CCCC2=C1CC1C(=O)N(c3ccccc3)C(=O)C1C2 (centres undefined)	-1	-5	3	2	-3	-4	-2.6	i	-6	i
Cc1ccccc1COC[C@H](CC(C)C)N1CCN(C(=O)c2cccc(C(F)(F)F)c2)CCC1=O	2	-6	-1	6	2	4	0.4	i	-8	i
CN(CC(=O)C(C(N)=O)c1ccccc1)c1ccccc1 (centres undefined)	-5	-1	2	0	-3	-4	-0.5	i	.	i
C=CCN1C(=O)C2(OCCO2)c2cc(C)ccc21	2	-4	-3	-3	-1	-5	-0.4	i	-5	i
COc1ccc(C(O)c2nccn2C)cc1 (centres undefined)	5	-2	0	0	7	-3	-0.3	i	2	i
O=C(NC(=S)N1CCN(c2c(Cl)cccc2[N+](=O)[O-])CC1)c1cccs1	0	-1	6	0	-3	-9	-0.6	i	6	i
c1ccc(CNc2ccc(CNc3ncn[nH]3)cc2)cc1	-1	-1	0	-3	1	-5	0.7	i	-2	i
COc1ccc(N2CCN(CCNC(=O)C3CCN(S(=O)(=O)c4cccs4)CC3)CC2)cc1	-3	-4	4	-3	0	0	-1.2	i	0	i
COc1c(Cl)cc(C(=O)NN)cc1Cl	-4	4	-2	0	0	3	-1.3	i	-1	i
Cc1cccc(N2CCN(C(=O)NCc3ccc(Cl)cc3)CC2)c1	-3	-2	-3	-2	-4	-1	2.0	i	-6	i
COc1cc(C(=O)NCCc2ccc(F)cc2)ccc1OCC(=O)N1CCOCC1	-2	2	1	-1	0	-3	0.2	i	-9	i
COc1ccc(C2=Nn3c(nnc3-c3ccco3)SC2)cc1OC	-3	-1	6	0	-4	-12	-0.8	i	3	i
N#Cc1cccc2cccc(S(=O)(=O)N3CCOCC3)c12	-4	-2	3	-3	1	-15	-1.7	i	-2	i

4 compounds picked at random from those above:
SMILES	Rin1 Abl inh	CSN deneddyl inh	NadD block	STEP inh	DNMT1 inh	SUMO1 PPI mod	LMPTP inh	Rpn11 block	Scp-1 inhibitor	Neddylation inh
Nc1nc(SCC(=O)Nc2ccccc2C(F)(F)F)[nH]c(=O)c1-c1ccccc1	3	-5	1	-1	-4	-5	-0.2	i	-3	i
COc1cccc(-n2c(-c3cccc(S(=O)(=O)N(C)C)c3)n[nH]c2=S)c1	1	-2	-3	-3	3	5	-1.4	i	-9	i
Cc1noc(C)c1C(=O)N1CCCc2ccccc21	1	-3	-3	2	-3	2	-1.0	i	-4	i
CN(CC(=O)C(C(N)=O)c1ccccc1)c1ccccc1 (centres undefined)	-5	-1	2	0	-3	-4	-0.5	i	.	i

The main list resumes; the two compounds before the break are reprinted first.
SMILES	Rin1 Abl inh	CSN deneddyl inh	NadD block	STEP inh	DNMT1 inh	SUMO1 PPI mod	LMPTP inh	Rpn11 block	Scp-1 inhibitor	Neddylation inh
COc1ccc(C2=Nn3c(nnc3-c3ccco3)SC2)cc1OC	-3	-1	6	0	-4	-12	-0.8	i	3	i
N#Cc1cccc2cccc(S(=O)(=O)N3CCOCC3)c12	-4	-2	3	-3	1	-15	-1.7	i	-2	i
O=C(CNC(=O)c1ccco1)OCc1c(F)cccc1Cl	0	-2	0	-3	1	-3	-1.6	i	0	i
C[C@H]1CN([C@@H](C)CO)C(=O)c2cc(Br)cnc2O[C@@H]1CN(C)C(=O)c1ccncc1	3	3	3	3	7	4	-1.8	i	.	i
CCOC(=O)c1cc2cc(-c3c(C(=O)OCC)oc4cc(O)cc(O)c4c3=O)ccc2o1	2	1	10	11	-16	-5	5.9	i	-19	i
O=C(CNc1cc(S(=O)(=O)N2CCOCC2)ccc1N1CCCC1)NCc1ccco1	-2	1	-6	-1	-2	-3	1.3	i	-4	i
c1ccc(-c2nnc(-c3ccncc3)o2)cc1	5	1	-1	-2	3	-4	-0.2	i	-8	i
CNC(=O)c1c(NC(=O)c2ccco2)sc2c1CCCC2	-1	4	2	0	1	-2	1.4	i	-6	+
COCCCNC(=S)N1CCC(NC(=O)c2ccco2)CC1	2	-6	-6	1	5	2	-0.3	i	-5	i
Cc1ccc(S(=O)(=O)NCC(=O)OCC(=O)NCCc2ccccc2)cc1	0	-3	-3	-3	5	3	-1.4	i	-11	i
CC1CN(C(=S)NC(=O)c2cccc([N+](=O)[O-])c2)CC(C)O1 (centres undefined)	-1	-5	7	-1	2	-9	-0.5	i	0	i
CCc1ccc(OCC(=O)Nc2ccc(S(=O)(=O)Nc3cc(C)on3)cc2)c(Br)c1	1	5	10	2	3	12	1.7	i	-9	i
Cn1cc(CN2CCC(n3nccc3NC(=O)CCOc3ccccc3)CC2)cn1	-1	-1	-4	-2	2	-2	-2.3	i	-1	i
CCc1cccc2c3c([nH]c12)C(CC)(CC(=O)O)OCC3 (centres undefined)	-5	-5	-2	5	3	1	-1.5	i	-4	i
CC(C)(C)NC(=O)c1ccc2c(c1)N(CC(=O)N1CCN(c3ccc(F)cc3)CC1)C(=O)C(C)(C)O2	0	-2	-2	-2	4	-3	-1.6	i	-11	i
CCCCc1nc2ccccc2c(C(=O)O)c1C	2	-3	10	-2	2	0	-1.1	i	2	i
Cc1ccc2nc(NC(=O)c3cccs3)sc2c1	-2	0	-8	1	-2	-2	1.8	i	0	.
Cc1cc(C)c2nc(C)cc(Nc3ccc(C(=O)N4CCOCC4)cc3)c2c1	-6	1	-5	5	9	-18	-0.4	i	-2	i
O=C(Nc1ccc(OCC(=O)N2CCOCC2)cc1)Nc1cccc(Cl)c1	-2	-2	-3	-1	-1	2	-1.1	i	-3	i
CC1CN(C(=S)Nc2cccc([N+](=O)[O-])c2)CC(C)O1 (centres undefined)	0	3	-3	6	2	14	-0.5	i	-5	i
CCC(C)NC(=O)c1cnn2c(C)c3c(nc12)CCCC3 (centres undefined)	0	-3	3	4	3	6	-0.4	i	-7	.
COc1ccc(C(=O)NN2C(=O)C3C(c4ccccc4)C=CC(c4ccccc4)C3C2=O)cc1 (centres undefined)	-1	-11	5	0	-1	-7	3.2	i	-10	i
COc1ccc(NC(=O)c2nc3ccccc3s2)cc1	3	0	-11	-1	-1	-1	2.6	i	40	i
CCCc1cc(C(=O)NCc2cccnc2)no1	1	2	-6	3	2	-3	-0.5	i	-8	i
CCCCNC(=O)c1onc(CSc2ccc(F)c(F)c2)c1C(=O)O	2	-3	4	4	0	8	-1.8	i	-7	i
